High-throughput results: PubChem, Columbia University Molecular Screening Center
Htt clearance: clearance of mutant huntingtin inclusions, primary screen, imaging, HeLa Exon1htt(103Q)mCFP, confocal imaging | aggregate imaging; zero = plate's median compound well | inhibition, % at 1.5 µM | 47,000 tested, 0.42% active;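 active means inhibition of aggregate fluorescence above about 70%, also judged a hit by eye on the cell image, limit read from the data, passing the limit was not always enough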;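 further: cells exposed to compound for three days before fixation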
Htt clearance grain fraction: recorded beside Htt clearance, whose call it bears; fraction fluorescence in grains; measured here: aggregate grain fluorescence fraction; hits give low values;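 scaled fraction of total cell fluorescence in grains with unit not stated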
* = called active by the depositor. This is a subset. The share of hits here may be higher or lower than overall.

Start of the listing, in advance, 6 compounds:
Htt clearance grain fraction	Htt clearance	Compound
20	9	CC(C)C(CO)NC(=O)CC(=O)NC(CO)C(C)C (stereo unspecified)
47	3	CC(C)Cn1c(CCCNC(=O)c2ccc(F)cc2)nc2ccccc21
22	-11	O=c1cc(O)c(-c2cccc(Cl)c2)c(Cl)[nH]1
48	-25	Cn1c(=NC(=O)CSCC(=O)N2CCOCC2)sc2ccccc21
5.9	69	COc1ccc(CCNS(=O)(=O)c2cccs2)cc1
9.6	44	O=C(CC1C(=O)NCCN1C(=O)c1ccc(F)cc1)OCc1ccccc1 (stereo unspecified)

All compounds of this part, previewed entries included:
Htt clearance grain fraction	Htt clearance	Compound
20	9	CC(C)C(CO)NC(=O)CC(=O)NC(CO)C(C)C (stereo unspecified)
47	3	CC(C)Cn1c(CCCNC(=O)c2ccc(F)cc2)nc2ccccc21
22	-11	O=c1cc(O)c(-c2cccc(Cl)c2)c(Cl)[nH]1
48	-25	Cn1c(=NC(=O)CSCC(=O)N2CCOCC2)sc2ccccc21
5.9	69	COc1ccc(CCNS(=O)(=O)c2cccs2)cc1
9.6	44	O=C(CC1C(=O)NCCN1C(=O)c1ccc(F)cc1)OCc1ccccc1 (stereo unspecified)
12	31	CC(=C1C(=O)c2ccccc2C1=O)N1CCN(c2ccccn2)CC1
10	37	O=C1CC(c2cccc(Cl)c2)CC(O)=C1C=NCCCO (stereo unspecified)
78	-153	CCOC(=O)C1CCN(c2c(N3CCCC(C(=O)OCC)C3)c(=O)c2=O)CC1 (stereo unspecified)
103	-187	Cc1cc(C)cc(-n2c(O)c(C=NC3CCS(=O)(=O)C3)c3ccccc3c2=O)c1 (stereo unspecified)
39	-11	Cc1cc2c(c(=O)o1)C(CC(C)C)C(C#N)=C(N)O2 (stereo unspecified)
21	-11	CS(=O)(=O)N(CC(=O)Nc1ccc2c(c1)OCCO2)Cc1ccccc1
24	-22	CCC(C)Oc1cccc(C(=O)Nc2ccccc2N2CCOCC2)c1 (stereo unspecified)
23	3	CC(C)(C)c1cc(C(F)(F)F)nc(SCCCNC(=O)c2ccco2)n1
43	14	COc1cccc2c(=O)n(CC(=O)NC3CCCCC3)ccc12
28	16	CCCSc1nnc(NC(=O)c2sc3nc(-c4cccs4)ccc3c2N)s1
16	18	CCOc1ccc(CCNC(=O)c2cccnc2N2CCCC2)cc1OCC
45	-19	O=C(CSc1nnc(-c2cccnc2)n1Cc1ccco1)N1CCc2ccccc21
18	8	c1cncc(-c2nn3c(Cn4cnc5ccccc54)nnc3s2)c1
20	-8	CCC1CCCCN1C(=O)CSc1nnc(-c2cccs2)o1 (stereo unspecified)
43	-14	Cn1c(Cn2nnc3ccccc32)nnc1SCC(N)=O
42	-14	Cc1cc(C(=O)CSc2nnc(N)s2)c(C)n1CCc1ccc(F)cc1
11	40	C=CCn1c(SCC(=O)NC(=O)NCC(C)C)nnc1C1CCCCC1
39	-120	COc1cc(C)c(C(C)C)cc1S(=O)(=O)n1ccnc1
22	-8	O=C(c1cccnc1)N1CCN(c2c(Cl)cccc2[N+](=O)[O-])CC1
17	4	O=C(CSc1nnc(Cn2c(=O)sc3ccccc32)n1CCc1ccccc1)N1CCOCC1
22	37	O=C(/C=C\Nc1ccccn1)c1ccc(Cl)cc1
40	-10	O=C(CCN1CCc2ccccc2C1)Nc1ccc(F)cc1
13	20	CCOc1ccc(N2C(=O)CSC2c2ccncc2)cc1 (stereo unspecified)
12	40	COCCCNC(=O)CC(NS(=O)(=O)c1ccc(Cl)cc1)c1ccco1 (stereo unspecified)
11	46	CCOc1ccccc1N(CC(=O)N1CCOCC1)S(=O)(=O)c1ccc(SC)cc1
54	-36	O=C(Nc1ccc(SC(F)F)cc1)c1cccc2nc3ccccc3nc12
30	11	O=C(CN(Cc1ccccc1F)C(=O)c1ccco1)NCc1ccc(F)cc1
38	-8	CC(=O)OCc1cc2cc(C)ccc2[nH]c1=O
15	22	O=C1CCCC2=C1C(c1cccs1)n1nc(SCc3ccccc3F)nc1N2 (stereo unspecified)
30	-56	OC(CCN1CCOCC1)(c1ccc(Cl)cc1)C1CCCCC1 (stereo unspecified)
22	34	CCS(=O)(=O)N1CCC(C(=O)NCCc2ccc(OC)c(OC)c2)CC1
43	-14	CC1CCCCC1NC(=O)COC(=O)c1ccccn1 (stereo unspecified)
9.6	49	O=C(Cn1cnc2c(nnn2Cc2ccccc2F)c1=O)N1CCN(c2ccccc2)CC1
25	26	CC(=O)NCCc1nc2ccccc2[nH]1
36	-8	CC1(C)CC(=O)C(C=Nc2ccccc2)=C(O)C1
12	27	Cn1c(CCNC(=O)c2ccco2)nc2cc(NC(=O)C3CCCCC3)ccc21
32	-47	Cc1cc2c(cc(C(=O)OC(C(=O)NCc3ccco3)C(C)C)n2C)o1 (stereo unspecified)
14	32	Oc1ccccc1C1=Nc2ccccc2N=C(c2ccco2)C1
15	16	CCN(CC)C(=O)CSc1nc2cccnc2n1-c1ccccc1OC
21	4	Cc1nc(N2CCCC2)c2ccsc2n1
5.6	66	Cc1cc2c(cc1C)C(=O)NC(C)(C)C2
118	-144	COC(=O)c1nc2n(n1)C(c1cccc(Cl)c1)C1=C(CCCC1=O)N2 (stereo unspecified)
15	29	CCc1nc(Sc2nc(C)cc(C)n2)c2oc3ccccc3c2n1
17	19	COc1cc(NC(=O)Nc2ccccc2OC)c(OC)cc1NC(=O)CN1CCCCC1

Next compounds follow.
Htt clearance grain fraction	Htt clearance	Compound
46	-18	O=C(CCCl)Nc1cc(SCCO)cc([N+](=O)[O-])c1
28	29	COc1ccccc1NC(=O)c1ccccc1NC(=O)c1cc(Cl)ccc1NC(=O)c1ccco1
23	-40	Cc1ccc(OCc2cc(C(=O)Nc3ccccc3)oc2C)cc1
51	-42	O=C(CCN1C(=O)c2ccccc2C1=O)Nc1ccc(-c2cn3ccsc3n2)cc1
48	-4	Cc1ccc(-n2nc(-c3cccs3)cc2C(=O)NCC2CCCO2)c(C)c1 (stereo unspecified)
25	34	COc1ccc(CNc2n[nH]c(NCc3ccc(OC)c(OC)c3)n2)cc1OC
14	61	N/C(CSc1nc(-c2ccccc2)c(-c2ccccc2)o1)=N\O
37	-80	COCCNC(=O)c1ccc2c(c1)ncn2-c1ccc(F)c(F)c1
23	24	CCOC(=O)N1CCN(c2nc(C)c3c(n2)CC(C)CC3=O)CC1 (stereo unspecified)
37	2	CN(CCO)c1cc(Sc2nc3ccccc3s2)c2nonc2c1[N+](=O)[O-]
22	-35	COc1ccc(CCNC(=O)CN2C(=O)c3ccccc3S2(=O)=O)cc1
19	11	CCc1ccc(S(=O)(=O)NCCc2cn3ccccc3n2)s1
23	-11	O=C(Nc1ccc2c(c1)OCCO2)C1CCCN(c2ncccn2)C1 (stereo unspecified)
23	27	O=C(N/C=C/c1ccccc1)Nc1ccc(Cl)cc1
77	-80	COC(=O)c1cc(NCc2c(F)cccc2Cl)ccc1N1CCOCC1
34	14	CCc1nnc(NC(=O)CSc2nnc(-c3cc4ccccc4cc3O)n2CCOC)s1
19	2	Cc1cccc2sc(NC(=O)C3CCCN(S(=O)(=O)c4cccc5nonc45)C3)nc12 (stereo unspecified)
29	32	CCOc1ccc(S(=O)(=O)NCCC(=O)OCN2C(=O)c3ccccc3C2=O)cc1
38	-8	O=C(NC1CCCCC1)c1ccc(N2CCCC2=O)cc1
18	-11	CCN(CC)c1ccc(NC(=O)Nc2cccc(C(C)=O)c2)cc1
15	66	CCOc1ccc(-n2c(Cc3cc(=O)[nH]c(=O)[nH]3)nnc2SCc2cccnc2)cc1
40	-4	CNC(=O)N(O)C1N(NC(=O)Nc2ccccc2)C(=S)SC1(C)C (stereo unspecified)
23	-13	Cc1cnc(C(=O)OCC(=O)NC2CCCC(C)C2C)cn1 (stereo unspecified)
43	-10	N#CCCN1CCN(S(=O)(=O)c2ccc(C#N)cc2)CC1
15	18	Cc1ccc(Cn2nnc3c(=O)[nH]c(C4CCCN(S(=O)(=O)c5ccccc5)C4)nc32)cc1 (stereo unspecified)
25	-23	CC(CN1CCCCC1)OC(=O)Cc1ccc(Cl)cc1 (stereo unspecified)
27	-26	O=C1CCCC2=C1C(O)(C(F)(F)F)C(=O)N2Cc1ccccc1 (stereo unspecified)
30	-53	Clc1ccc(COc2ccccn2)c(Cl)c1
18	4	COc1ccc(-c2csc(NC(=O)CSc3nc(C)cs3)n2)cc1
25	-6	O=C(c1ccc(N2CCN(C3CC(=O)N(c4ccc(F)cc4)C3=O)CC2)cc1)c1cccnc1 (stereo unspecified)
20	0	CC(C)OCCCNC(=O)C(C)Oc1ccccc1 (stereo unspecified)
27	-40	Cc1cc(NC(=O)c2ccco2)ccc1NC(=O)Cc1cccs1
19	7	Cc1ccc(-c2cc(C(=O)Nc3ccccc3C)c3ccccc3n2)o1
14	28	CC(C)C(=O)Nc1cccc(-c2nc3ccccc3c(=O)o2)c1
18	16	CSCCC(NC(N)=O)C(=O)NCc1ccccc1Cl (stereo unspecified)
25	39	COC(=O)Cc1cc(=O)n2[nH]c(C(F)(F)F)nc2n1
18	6	Cc1ccc(OCCCn2cc(C#N)c3ccccc32)cc1
17	9	Cc1occc1-c1nnc(SCC(=O)N2CCc3ccccc32)o1
19	20	COc1cccc2c(=O)cc(C)n(CC(=O)Nc3ccccc3C)c12
8.5	57	Cc1ccccc1Cn1nc(C)c(NC(=O)c2nc3n(n2)C(C(F)F)CC(C)N3)c1C (stereo unspecified)
29	-65	CCNC(=S)NNC(=O)c1csc(CC)c1
17	9	COc1ccc(S(=O)(=O)N2CCCC(C(=O)Nc3cccnc3)C2)cc1Cl (stereo unspecified)
30	-38	COc1ccc(C(=O)/C=C/N(C)C)cc1OC
27	-18	CC(C)c1ccc(C2C3CSCC=C3C(C#N)=C(N)C2(C#N)C#N)cc1 (stereo unspecified)
25	36	CCOC(=O)CC(=O)CSc1nc2cc(C)ccc2cc1C
21	33	CCC(C)NC(=O)c1ccc(CS(=O)(=O)Cc2ccc(Cl)cc2)o1 (stereo unspecified)
46	-36	CN(C)c1ccc(C(=S)N2CCN(c3ccccc3)CC2)cc1
23	-20	CCOCC(=O)Nc1cccc(NC(C)=O)c1
36	9	COc1ccccc1S(=O)(=O)Nc1cccc(-c2nnc3n2CCCCC3)c1
46	-6	Cc1c(N=Cc2ccncc2)c(=O)n(-c2ccccc2)n1C

Two records drawn at random from the list so far, as already listed:
Htt clearance grain fraction	Htt clearance	Compound
20	0	CC(C)OCCCNC(=O)C(C)Oc1ccccc1 (stereo unspecified)
46	-6	Cc1c(N=Cc2ccncc2)c(=O)n(-c2ccccc2)n1C

(continued)
Htt clearance grain fraction	Htt clearance	Compound
43	-16	O=C(CSc1nnc(-c2ccco2)n1CC1CCCO1)c1ccccc1 (stereo unspecified)
24	32	O=C1c2ccccc2C(=O)N1c1ccccc1S(=O)C(F)(F)F (stereo unspecified)
21	46	CCOc1ccc(OCC)c(NC(=O)CSc2nc3ccccc3c(=O)n2C)c1
22	-4	CC1CCCCN1CCNC(=O)C1CC(=O)N(c2ccc(F)c(Cl)c2)C1 (stereo unspecified)
15	24	CC(C)(C)n1nnnc1C(c1ccccc1)N1CCc2ccccc2C1 (stereo unspecified)
20	15	Cc1ccc(CC(=O)NCc2ccc3c(c2)OCO3)cc1
44	-48	C=CCSc1nnc2c(n1)OC(c1c(C)[nH]n(-c3ccccc3)c1=O)Nc1ccccc1-2 (stereo unspecified)
21	-8	COc1ccc(NC(=O)C23CCC(C2)C(C)(C)C3=O)cc1 (stereo unspecified)
42	-39	CC(C)(C)c1ccc(NC(=O)COC(=O)C2=COCCO2)cc1
17	26	C=CCNC(=O)CN(c1ccccc1OCC)S(=O)(=O)c1ccc(C)cc1
20	-5	COCCCn1c2nc3ccccc3nc2c2c(=O)n(-c3ccccc3OC)cnc21
20	29	CCN(CC)S(=O)(=O)c1ccc(NC(=O)c2ccccc2N(C)S(C)(=O)=O)cc1
11	44	CCNc1nc(NCC)nc(OCCNS(=O)(=O)c2cc(C)ccc2C)n1
22	-13	COc1cccc(Oc2cn[nH]c2-c2ccc(O)cc2O)c1
33	3	C=C1CSc2nc(=O)c3c4c(sc3n21)CCCC4
22	29	COc1cc(SC)ccc1C(=O)NCCOc1c(C)cc(C)cc1C

Single entries from above:
In Htt clearance, COCCCn1c2nc3ccccc3nc2c2c(=O)n(-c3ccccc3OC)cnc21 shows -5
In Htt clearance grain fraction, COc1cccc(Oc2cn[nH]c2-c2ccc(O)cc2O)c1 shows 22
